From PubChem BioAssay
TGFb inhibitor – inhibitors of TGF-b signaling; HepG2 CAGA-GFP TGF-b/SMAD3 reporter, GFP fluorescence, 18 h; TGF-beta stimulated, 500 pg/mL final; Potency, µM (doses to about 46.1 µM), for the others: at the top dose activity, negative = inhibition, usual class: inhibitors; 1.2% of 410,000 active; AID 588855; further: potency means the concentration at half of the fitted maximal effect; on the % scale 0 is the no-effect control and ±100 the full control effect; nearly all actives have a fitted effect of over 65% in size
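Inhibition of TGF-beta-driven CAGA-GFP reporter expression in HEPG2 cells is measured by cellular GFP fluorescence after 18 h stimulation with 500 pg/mL recombinant TGF-beta in 1% FBS medium at 37 degrees C.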
Nrf2 inh – inhibitors of Nrf2 signaling. A549 ARE-Fluc reporter, luciferase luminescence, 18-24 h. Potency, µM (doses to about 46 µM), for inactives: top-dose activity change, negative = inhibition, hits mostly inhibitors. 2.1% of 360,000 active; further: potency means the concentration at half of the fitted maximal effect; on the % scale 0 is the no-effect control and ±100 the full control effect; nearly all actives have a fitted effect of over 60% in size
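Nrf2 function is reported as luminescence of an ARE-controlled luciferase in A549 cells. Compounds were tested at several concentrations, and a CellTiter-Fluor read on the same wells flagged cytotoxicity.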
A549 tox – counter-screen for Nrf2 inhibitors: cytotoxicity in A549 cells; A549 ARE-Fluc cells, CellTiter-Fluor viability, 18-24 h; Potency, µM (doses to about 46 µM), inactives show at the highest dose activity change, negative = cytotoxicity, most hits filed as inhibitors; 0.16% of 390,000 active; AID 504648; further: potency means the concentration at half of the fitted maximal effect; on the % scale 0 is the no-effect control and ±100 the full control effect
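Cytotoxicity counterscreen: CellTiter-Fluor fluorescence was measured in A549 ARE_Fluc cells after 18-24 h of compound exposure in a concentration series. The subsequent BugLite luminescent read reports ARE-luciferase activity.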
Nrf2 activator – activates Nrf2 signaling. AREc32 ARE-luciferase reporter (MCF7-derived line), luminescence, 24 h. Potency, µM (titrated, usually from 46.1 µM), for the others: at the highest dose activation, actives largely listed as activators. 0.31% of 410,000 active. AID 624171; further: potency means the concentration at half of the fitted maximal effect; % of control where 0% means no effect; nearly all actives have a fitted effect of over 65% in size
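Quantitative high-throughput format: AREc32 reporter cells, 1000 per well, received compound by pin transfer and were incubated 24 hr at 37 deg C, 5% CO2, before Steady-Glo luminescence detection.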
S2 tox – cell viability loss in ATXN counter-screen; S2 cells (HEK-293 line with an ATXN2-luciferase reporter) viability, CellTiter-Fluor protease fluorescence, 24 h; Potency, µM (series often up to 56.7 µM), usual class: cytotoxic; 0.49% of 400,000 active; AID 651635; further: potency means the concentration at half of the fitted maximal effect; nearly all actives have a fitted effect of over 40% in size
HepG2 viability – kills HepG2 cells in TGF-b inhibitor counter-screen; AID 588856; 0.76% of 410,000 active; HepG2 CAGA-GFP viability, ATP luminescence, 18 h; Potency, µM (top dose mostly 46.1 µM), without a hit: at the top dose activity change, negative = cytotoxicity, actives largely listed as cytotoxic; further: potency means the concentration at half of the fitted maximal effect; some results filed as inactive show a strong effect at the top dose
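HepG2 CAGA-GFP cells (1000/well, DMEM with 1% FBS) received compound, then TGF-beta at 500 pg/mL final, and were incubated 18 hours at 37 degrees C. Viability was read by CellTiter-Glo luminescence. Media-only wells were set as complete cell-killing and DMSO as no toxicity.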
IL-2 act – activators of IL-2; IL-2 activation reporter assay, cell-based qHTS; stimulated with anti-CD3/CD4/CD28 beads; in transgenic mouse T cells; activation, % (series mostly up to about 46 µM); 0.065% of 360,000 active; in the data active means activation above about 50%; inconclusive means mostly about 30% to 49%; further: 0% is about no effect
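Quantitative HTS in unstimulated transgenic mouse T cells, with memory T cells as non-tolerant control and PMA/ionomycin as tolerance-bypass control. Compound pretreatment lasted 60 minutes before 18 h bead stimulation; EGFP/DsRed fluorescence read.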
ATXN2 expr inh – ATXN2 expression inhibition | HEK-293 ATXN2-luciferase reporter, luminescence, 24 h | Potency, µM (doses to about 57 µM), for inactives: at the highest dose activity change, negative = inhibition, actives largely listed as inhibitors | 0.72% of 360,000 active | AID 1745845; further: potency means the concentration at half of the fitted maximal effect; on the % scale 0 is the no-effect control and ±100 the full control effect; nearly all actives have a fitted effect of over 55% in size
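qHTS (up to 57 uM final) was run with 24 h compound exposure of reporter cells at 37 °C. Each well was multiplexed: SteadyGlo luminescence measured ATXN2-luciferase expression after a fluorogenic Gly-Phe-AFC viability readout (25 uM final).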
EPAC2 agonist – agonists of human EPAC2 (RAPGEF4); EPAC2 activation, biochemical qHTS; response scale: 100% = 6.5 mM cAMP response; Potency, µM (doses to about 154 µM), inactives show at the top dose activation, most hits filed as activators; 0.079% of 360,000 active; further: potency means the concentration at half of the fitted maximal effect; nearly all actives have a fitted effect of over 50% in size
Target sequence (Q8WZA2 whole entry, looked up): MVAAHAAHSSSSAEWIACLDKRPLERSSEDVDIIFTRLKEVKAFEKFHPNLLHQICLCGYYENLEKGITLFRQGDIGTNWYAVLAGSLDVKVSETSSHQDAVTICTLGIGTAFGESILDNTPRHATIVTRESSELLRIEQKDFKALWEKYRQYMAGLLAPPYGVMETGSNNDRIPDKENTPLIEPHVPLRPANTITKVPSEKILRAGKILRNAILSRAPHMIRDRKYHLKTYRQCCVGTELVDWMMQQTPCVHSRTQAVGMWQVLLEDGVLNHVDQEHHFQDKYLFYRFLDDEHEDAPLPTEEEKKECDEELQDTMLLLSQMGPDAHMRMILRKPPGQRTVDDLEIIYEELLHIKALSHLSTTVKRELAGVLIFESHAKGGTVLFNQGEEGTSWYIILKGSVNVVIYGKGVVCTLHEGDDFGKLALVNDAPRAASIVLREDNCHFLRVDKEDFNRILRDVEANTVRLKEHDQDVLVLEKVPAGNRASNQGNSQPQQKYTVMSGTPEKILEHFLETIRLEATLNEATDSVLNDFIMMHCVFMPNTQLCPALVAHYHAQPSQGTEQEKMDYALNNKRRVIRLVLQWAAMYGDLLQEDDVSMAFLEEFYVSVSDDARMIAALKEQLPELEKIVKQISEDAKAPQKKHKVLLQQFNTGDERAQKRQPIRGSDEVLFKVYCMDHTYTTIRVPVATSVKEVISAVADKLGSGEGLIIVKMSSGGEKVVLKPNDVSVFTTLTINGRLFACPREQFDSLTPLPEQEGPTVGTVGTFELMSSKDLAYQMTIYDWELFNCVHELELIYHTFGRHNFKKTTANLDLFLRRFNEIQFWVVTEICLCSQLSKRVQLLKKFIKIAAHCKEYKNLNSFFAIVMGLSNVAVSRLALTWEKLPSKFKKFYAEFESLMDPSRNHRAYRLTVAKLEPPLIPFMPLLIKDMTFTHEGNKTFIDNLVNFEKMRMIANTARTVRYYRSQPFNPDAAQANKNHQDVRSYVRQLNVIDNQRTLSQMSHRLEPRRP
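Readout is BODIPY fluorescence (480 nm excitation, 540 nm emission), which falls as labeled GDP is exchanged off Rap1B. EPAC2 at 100 nM acted on 250 nM RAP1B-BODIPY-GDP with 50 uM GDP present.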
Numbers without * were called inactive; i = inactive; u = inconclusive; x = not tested or not shown; [ ] = dose if it differs, or a comment. Unless noted, the call rests on the fitted dose curve; in most records, active means well fitted curve in the direction sought with a large enough effect; inconclusive means small, poorly fitted or top-dose-only effect, or another doubt; inactive means no such curve, though single readings can be large; an effect the other way counts as inactive or inconclusive. Rows were taken by chance; 4.3% or so of the library scored in one or more.

SMILES	TGFb inhibitor	Nrf2 inh	A549 tox	Nrf2 activator	S2 tox	HepG2 viability	IL-2 act	ATXN2 expr inh	EPAC2 agonist
CC(C)NC(=O)N(C)C[C@H]1OCc2cnnn2CCCC(=O)N([C@H](C)CO)C[C@@H]1C	u	x	x	-1.4%	i	-45%	-1.4	2%	-7%
COc1ccc(NC(=O)C(=O)NCC2CCCN2S(=O)(=O)c2cc(C)ccc2C)cc1 (stereo not given)	0%	-2%	-3%	-0.1%	u	-20%	-0.5	-18%	-2%
CC(=O)c1ccc(S(=O)(=O)N(Cc2cc3cc4c(cc3[nH]c2=O)OCCO4)CC2CCCO2)cc1 (stereo not given)	0%	9%	3%	4.0%	i	-22%	-2.1	61%[activator]	7%
COc1cccc(N/C(N)=N/c2nc(C(F)(F)F)cc(C(F)(F)F)n2)c1	-8%	u	6%	-0.3%	i	-20%	-1.1	x	-7%
COc1cccc(CNC(=O)c2ccc(S(=O)(=O)N3CCOCC3)cc2)c1	-2%	13%	-2%	0.1%	u	-6%	-2.8	0%	-2%
CCOC(=O)C(C)(C)Sc1nc2c(cnn2-c2ccc(F)cc2)c(=O)[nH]1	20%	-9%	-9%	0.4%	i	-1%	0.8	2%	5%
CC(=O)c1c(C)[nH]c(C(=O)NNC(=O)COc2cc(C)ccc2C(C)C)c1C	-3%	3%	-1%	-1.0%	i	2%	0.8	0%	-6%
COc1ccc(Cn2nnnc2CN2CCN(c3ccc(OC)cc3)CC2)cc1	-28%	-21%	3%	-0.6%	i	0%	-0.6	-6%[11.3 µM]	-1%
CCCCCOc1ccc(C(=O)OCC(=O)Nc2cc(C)on2)cc1	39%[activator]	-4%	0%	0.4%	i	6%	-2.3	-2%	4%
CC(=O)Nc1cccc(/C(C)=N/NC(=O)c2cccc(S(=O)(=O)N3CCOCC3)c2)c1	10%	-5%	2%	-0.9%	i	-45%	0.8	-9%	12%
Cc1ccc(S(=O)(=O)N2CCCC(c3nc(-c4ccc(C)o4)no3)C2)cc1 (stereo not given)	-21%	u	-4%	-0.5%	i	-18%	-3.0	-13%	18%
CCOC(=O)C1CCN(c2cc3c(cc2NC(=O)c2ccccc2OCC)n(C)c(=O)n3C)CC1	12%	13%	10%	9.8%	u	1%	-4.0	u	-2%
O=C(Cc1ccc(OCc2ccccc2)cc1)NCc1ccc2c(c1)OCO2	26%	x	x	-0.2%	i	9%	-0.4	8%	-13%
Cc1ccc2[nH]c(C)c(CCNC(=O)c3c(N)no[n+]3[O-])c2c1	4%	7%	3%	3.5%	i	-2%	-3.7	-15%	7%
Cc1ccc(CN2C(=O)C(Cc3ccccc3)Nc3ncnc(N4CCN(c5ccccc5)CC4)c32)cc1 (stereo not given)	-5%	-15%	-5%	3.6%	i	3%	0.6	2%	-3%
CSc1ccc(CCNC(=O)CCc2nnc3ccc(N4CCCC4)nn23)cc1	3%	7%	-2%	-0.4%	i	3%	2.5	1%	3%
S=C(N=Nc1ccccc1)NNc1ccccc1	-17%	u	u	u	u	-5%	-0.3	146%[activator]	6%
Cn1ncc(Cl)c1C(=O)N1CCCc2ccccc21	0%	x	8%	-0.3%	i	4%	-0.5	8%	1%
CCCOc1cccc(C2/C(=C(\O)c3ccc4c(c3)OCCO4)C(=O)C(=O)N2CCCn2ccnc2)c1 (stereo not given)	21%	14%	-1%	-0.2%	i	25%	-1.8	8%	-4%
CN1C(=O)[C@@H]2[C@H](C1=O)[C@@H]1C(=O)Nc3ccccc3C(=O)N1[C@@H]2c1cccc(Br)c1	u	20%	7%	15%	i	-9%	-0.1	1%	10%
COc1ccc(NC(=O)c2cc3ccccc3o2)cc1S(=O)(=O)N1CCCCC1	u	u	-18%	0.6%	u	-34%	-1.1	u	9%
CCc1nc2c(OCc3ccc(S(C)(=O)=O)cc3)cccn2c1N(C)C(=O)c1ccccc1F	17%	x	x	-0.1%[9.22 µM]	i	1%	0.5	9%	5%
COc1ccc(CCn2c(C)cc(C(=O)CN3C(=O)C(=O)N(Cc4ccco4)C3=O)c2C)cc1	-17%	-28%	-14%	0.6%	i	-14%	0.0	-21%	6%
Cc1ccc(NC(=O)C2CCCN(S(=O)(=O)c3cccnc3)C2)cc1C (stereo not given)	-17%	-8%	-3%	3.0%	i	-21%	0.2	-9%	8%
O=C(O)c1ccccc1C(=O)c1ccc2oc(=O)[nH]c2c1	0%	9%	5%	-0.5%	i	7%	0.3	-7%	5%

Sorted by SMILES length (rising): some entries from above.
SMILES	TGFb inhibitor	Nrf2 inh	A549 tox	Nrf2 activator	S2 tox	HepG2 viability	IL-2 act	ATXN2 expr inh	EPAC2 agonist
Cn1ncc(Cl)c1C(=O)N1CCCc2ccccc21	0%	x	8%	-0.3%	i	4%	-0.5	8%	1%
O=C(Cc1ccc(OCc2ccccc2)cc1)NCc1ccc2c(c1)OCO2	26%	x	x	-0.2%	i	9%	-0.4	8%	-13%
CSc1ccc(CCNC(=O)CCc2nnc3ccc(N4CCCC4)nn23)cc1	3%	7%	-2%	-0.4%	i	3%	2.5	1%	3%
Cc1ccc(NC(=O)C2CCCN(S(=O)(=O)c3cccnc3)C2)cc1C (stereo not given)	-17%	-8%	-3%	3.0%	i	-21%	0.2	-9%	8%
Cc1ccc2[nH]c(C)c(CCNC(=O)c3c(N)no[n+]3[O-])c2c1	4%	7%	3%	3.5%	i	-2%	-3.7	-15%	7%
COc1ccc(NC(=O)c2cc3ccccc3o2)cc1S(=O)(=O)N1CCCCC1	u	u	-18%	0.6%	u	-34%	-1.1	u	9%
Cc1ccc(S(=O)(=O)N2CCCC(c3nc(-c4ccc(C)o4)no3)C2)cc1 (stereo not given)	-21%	u	-4%	-0.5%	i	-18%	-3.0	-13%	18%
CC(=O)c1c(C)[nH]c(C(=O)NNC(=O)COc2cc(C)ccc2C(C)C)c1C	-3%	3%	-1%	-1.0%	i	2%	0.8	0%	-6%
COc1ccc(NC(=O)C(=O)NCC2CCCN2S(=O)(=O)c2cc(C)ccc2C)cc1 (stereo not given)	0%	-2%	-3%	-0.1%	u	-20%	-0.5	-18%	-2%
CCc1nc2c(OCc3ccc(S(C)(=O)=O)cc3)cccn2c1N(C)C(=O)c1ccccc1F	17%	x	x	-0.1%[9.22 µM]	i	1%	0.5	9%	5%
CC(C)NC(=O)N(C)C[C@H]1OCc2cnnn2CCCC(=O)N([C@H](C)CO)C[C@@H]1C	u	x	x	-1.4%	i	-45%	-1.4	2%	-7%
CCCOc1cccc(C2/C(=C(\O)c3ccc4c(c3)OCCO4)C(=O)C(=O)N2CCCn2ccnc2)c1 (stereo not given)	21%	14%	-1%	-0.2%	i	25%	-1.8	8%	-4%

The list goes on.
SMILES	TGFb inhibitor	Nrf2 inh	A549 tox	Nrf2 activator	S2 tox	HepG2 viability	IL-2 act	ATXN2 expr inh	EPAC2 agonist
Cc1ccc(C(=O)CN2C(=O)NC3(CCc4ccccc43)C2=O)s1 (stereo not given)	-6%	1%	-1%	3.3%	u	-2%	-1.7	15%	-2%
O=c1[nH]c(C2CCN(S(=O)(=O)c3ccc4c(c3)OCCO4)CC2)nc2c1nnn2Cc1cccc(F)c1	-30%	24%	0%	0.7%	i	-3%	0.9	-11%	7%
O=C(O)CCCn1c(=S)[nH]c2c(sc3ccc([N+](=O)[O-])cc32)c1=O	-10%	-5%	-8%	-0.3%	i	-26%	0.8	3%	6%
Cc1cccc(N(Cc2ccccc2)C(=O)c2cccc(S(=O)(=O)N3CC(C)OC(C)C3)c2)c1 (stereo not given)	u	u	-15%	-0.2%	i	19%	-5.8	-24%	9%
COC(=O)c1ccc(NC(=O)c2cccc(NC(=O)c3ccco3)c2)cc1	-2%	-3%	1%	3.6%	u	5%	-0.2	-7%	-2%
Cc1ccc(NC(=S)NNC(=O)c2ccccc2OC(F)F)cc1	-16%	1%	-8%[1.84 µM]	6.1%	i	-37%	-1.6	-11%	6%
CCN(CC)CCC(=O)Nc1ccc2c(c1)N(C(=O)CN(CC)CC)c1ccccc1CC2	-3%	x	u	3.6%	i	-9%	-0.2	-25%	24%
COc1ccc(NC(=S)NC(NC(=O)C(C)C)C(Cl)(Cl)Cl)c([N+](=O)[O-])c1 (stereo not given)	-14%	3%	6%	2.8%	i	-8%	-4.0	15%	2%
CCc1cc2c(SCc3nc4sc(C(C)=O)c(C)c4c(=O)[nH]3)ncnc2s1	0%	-12%	0%	2.8%	i	-12%	14	-35%	13%
O=C(Nc1ccc(C(=O)OCc2cc(=O)n3nc(C4CC4)sc3n2)cc1)c1ccccc1	4%	x	0%	2.8%	i	2%	x	1%	x
CCC(=O)c1ccc(OCC(=O)NCc2ccccc2CN2CCCC2)cc1	-8%	-10%	-1%	-0.5%	i	-1%	2.5	6%	0%
Fc1ccccc1N1CCN(Cc2nc(-c3ccccc3)no2)CC1	1%	x	-1%	0.6%	i	4%	0.3	14%	15%
CCOC(=O)c1ccc(N2CSC3=C(C#N)C(c4cccs4)CC(=O)N3C2)cc1 (stereo not given)	-1%	11%	10%	3.0%	i	-4%	-2.1	-35%	23%
COc1ccc(CN2CCC(n3nccc3NC(=O)C3CCCC3)CC2)cc1	-1%	-7%	3%	-0.1%	i	-12%	-0.3	0%	4%
Cc1ccc(S(=O)(=O)N2CCCCC2)cc1NC(=O)Cn1ncc(Cl)c(Cl)c1=O	u	12%	5%	-4.6%	u	-39%	0.3	u	-6%
